Screening data: PubChem BioAssay, National Center for Advancing Translational Sciences (NCATS)
A-T KAP1 phos – qHTS Assay for Identifying a Potential Treatment of Ataxia-Telangiectasia; […] A-T fibroblasts, KAP-1 phosphorylation AlphaLISA; neocarzinostatin DNA damage 30 min before lysis; Potency, µM (highest dose often 57.5 µM), inactives show at the highest dose activation, actives largely listed as activators; 320,000 tested, 0.19% active; AID 485349, 2010; also: potency is read from the fitted curve at half-maximal effect; % of control where 0% means no effect; nearly all actives have a fitted effect of over 45% in size
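hTERT-immortalized A-T patient fibroblasts ([…]), 500 cells/well in OPTI-MEM, 1% FBS, got compounds for 60 min, then NCS for 30 min at 37C. Lysates were then assayed for phospho-KAP-1 by AlphaLISA (anti-pKAP1 donor, anti-KAP1 acceptor beads), 6 hr at 25C.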
p53 reactivation – qHTS assay for re-activators of p53 using a Luc reporter; H1299 p53-A138V BP100-luciferase reporter, luminescence, 24 h; Potency, µM (highest dose often 92.2 µM), for inactives: top-dose activity change, positive = activation, usual class: activators; 320,000 tested, 0.063% active; AID 504706, 2011; also: potency is read from the fitted curve at half-maximal effect; % of control where 0% means no effect; nearly all actives have a fitted effect of over 45% in size
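H1299 (p53-null), stable ts p53-A138V + BP100-Luc; 1000 cells/well, Opti-MEM/10% FBS; cpd 4 pt, 1:5; 24 h, 37 deg C, 5% CO2; detection reagent 10 min RT; luminescence.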
Integrin act MD – qHTS for Activators of Integrin-Mediated Alleviation for Muscular Dystrophy. Potency, µM (doses to about 38.3 µM), without a hit: at the top dose activation, most hits filed as activators. AID 624291, 2012. alpha7betagal myoblasts, beta-gal FDG fluorescence, 48 h. 350,000 tested, 0.064% active;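 also: potency is read from the fitted curve at half-maximal effect; 100% = response of the positive control SU9516; nearly all actives have a fitted effect of over 60% in size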
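alpha7betagal+/- myoblasts (passage 13, 250/well) treated 48 h at 37C with compounds at 1:260 dilution of DMSO stock. Lysed, then beta-galactosidase activity read as FDG fluorescence (ex 480/em 540) after 30 min, with pre-read for autofluorescence.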
TRPV1 agonist – HTS Assay for Compounds that Act as Agonists of the Vanilloid Receptor 1. 320,000 tested, 0.19% active. AID 540275, 2011. activation, % at 8.33 µM. TRPV1-expressing cells, Fluo-8 calcium influx, agonist mode; in the data active = activation above about 80%; inconclusive = between about 30% and that limit; also: 0% is about no effect
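TRPV1-expressing cells were cultured overnight at 35.5C and loaded with Fluo-8 calcium dye for 40 to 90 min at room temperature. After a 10 s baseline, compound was added and calcium influx was read kinetically for 3 min (ex 480/em 520 nm).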
BRCA1 expr up – qHTS Assay to Identify Small Molecule Activators of BRCA1 Expression; Potency, µM (series often up to 46.1 µM), without a hit: at the top dose activation, actives largely listed as activators; AID 624202, 2012; MCF7-BRCA1-FFLuc reporter, luminescence, 48 h; response scale: scaled: vehicle 0%, 10 µM genistein 100%; 380,000 tested, 1.1% active; also: potency is read from the fitted curve at half-maximal effect; nearly all actives have a fitted effect of over 80% in size; some results filed as inactive show a strong effect at the top dose
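Quantitative HTS in MCF7 cells stably reporting BRCA1 expression via firefly luciferase. Compound treatment lasts 48 h at 37 °C in phenol-red free MEM. Activation is expressed relative to genistein at 10 microM and DMSO.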
B2AR arrestin – qHTS assay of beta-arrestin-biased ligands of beta2-adrenergic receptor | Potency, µM (titrated, usually from 46.1 µM), inactives show at the highest dose activation, actives largely listed as activators | AID 492947, 2010 | 330,000 tested, 0.02% active | beta-arrestin recruitment to beta2AR, cell-based reporter | Beta-2 adrenergic receptor (Homo sapiens), P07550;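 also: potency is read from the fitted curve at half-maximal effect; 0% = DMSO controls and full agonism = EC100 isoproterenol or metaproterenol; nearly all actives have a fitted effect of over 65% in size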
Target sequence (P07550 whole entry, looked up): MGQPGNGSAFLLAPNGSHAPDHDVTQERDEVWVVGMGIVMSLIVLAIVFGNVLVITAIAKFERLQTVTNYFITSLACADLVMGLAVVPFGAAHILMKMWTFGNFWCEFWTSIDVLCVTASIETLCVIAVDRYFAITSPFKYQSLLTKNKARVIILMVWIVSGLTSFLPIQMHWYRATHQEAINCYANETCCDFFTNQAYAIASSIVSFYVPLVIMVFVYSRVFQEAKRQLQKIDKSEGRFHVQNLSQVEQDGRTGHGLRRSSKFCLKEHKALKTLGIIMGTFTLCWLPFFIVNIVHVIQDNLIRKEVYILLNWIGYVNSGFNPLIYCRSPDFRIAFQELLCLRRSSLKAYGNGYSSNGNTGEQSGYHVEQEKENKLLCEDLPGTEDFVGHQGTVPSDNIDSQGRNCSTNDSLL
ELG1 repair inh – qHTS screen for small molecules that inhibit ELG1-dependent DNA repair in human embryonic kidney (HEK293T) cells expressing luciferase-tagged ELG1. HEK293T ELG1-luciferase reporter, luminescence, 16 h; DNA damage induced by 5-fluorouridine. Potency, µM (doses to about 46.1 µM), without a hit: at the highest dose activity change, negative = inhibition, actives largely listed as inhibitors. 330,000 tested, 2.3% active. AID 504467, 2011; also: potency is read from the fitted curve at half-maximal effect; % is scaled to controls: 0 for no effect and ±100 for the full control effect; nearly all actives have a fitted effect of over 55% in size
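Reporter activity after DNA damage by 5-fluorouridine is monitored. Compound-treated cells incubate 16 hr at 37 °C, then ONE-Glo is added for 30 min before luminescence reading.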
TSG101-PTAP inh – qHTS Assay for Iinhibitors of HIV-1 Budding by Blocking the Interaction of PTAP/TSG101. Tumor susceptibility gene 101 protein (Homo sapiens), Q99816. Fluorescence polarization, FITC-PTAP peptide / Tsg101 binding. Potency, µM (doses to about 115 µM), inactives show at the highest dose activity change, negative = inhibition, actives largely listed as inhibitors. 340,000 tested, under 10 active. AID 493005, 2010; active = well fitted inhibition curve with a large enough effect in the main read-out, with a control signal flat, not every such curve was filed as active; inconclusive = small, poorly fitted or top-dose-only effect, or effect the other way, or a change in a side signal; inactive = no such curve, though single readings can be large or run the other way; also: potency is read from the fitted curve at half-maximal effect; % of control where 0% means no effect
Target sequence (Q99816 whole entry, looked up): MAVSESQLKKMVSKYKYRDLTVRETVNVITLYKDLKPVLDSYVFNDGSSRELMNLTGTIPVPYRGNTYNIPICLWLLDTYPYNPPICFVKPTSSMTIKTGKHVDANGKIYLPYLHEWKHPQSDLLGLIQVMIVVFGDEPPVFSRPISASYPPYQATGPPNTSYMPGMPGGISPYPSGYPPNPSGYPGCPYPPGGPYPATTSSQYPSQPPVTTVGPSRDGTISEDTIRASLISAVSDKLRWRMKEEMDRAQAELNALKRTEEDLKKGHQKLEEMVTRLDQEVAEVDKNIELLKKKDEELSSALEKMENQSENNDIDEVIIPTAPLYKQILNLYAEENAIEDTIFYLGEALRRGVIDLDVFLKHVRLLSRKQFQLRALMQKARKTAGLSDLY
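FP read-out: FITC-PTAP peptide, 50 nM final, binding Tsg101 binding domain, 10 uM final; 20 min, r.t.; 10 mM HEPES pH 7.5, 0.15 M NaCl, 0.01% Tween 20, 3 mM EDTA, 0.1 mM TCEP.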
TCR activator – Activators of T cell receptors: qHTS campaign | primary human leukocytes, anti-CD3, IL-2 HTRF, 48 h | Potency, µM (titrated, usually from 9.22 µM), inactives show at the top dose activation of IL-2 secretion, most hits filed as activators | 330,000 tested, under 10 active; also: % of control where 0% means no effect
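Activity was scored as IL-2 release from primary human leukocytes given only a TCR signal (a-CD3 beads) plus compound for 48 hr. Detection used a two-antibody HTRF format read at 665nm.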
CXXC DNA block – qHTS Fluorescence Polarization Assay for Inhibitors of MLL CXXC domain - DNA interaction. MLL-CXXC / FITC-HOXA9 DNA fluorescence polarization. Potency, µM (top dose mostly 115 µM), for inactives: top-dose activity change, negative = inhibition, actives largely listed as inhibitors. 290,000 tested, 0.037% active. AID 2662, 2010. Histone-lysine N-methyltransferase 2A (Homo sapiens), Q03164; active = well fitted inhibition curve with a large enough effect in the polarisation, with a control signal flat, not every such curve was filed as active; inconclusive = small, poorly fitted or top-dose-only effect, or effect the other way, or a change in a side signal; inactive = no such curve, though single readings can be large or run the other way; the % refers to the polarisation; also: potency is read from the fitted curve at half-maximal effect
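Steps: dispense CXXC domain solution (7 uM) → pin compounds or unlabeled HOX-A9 DNA control → 5 min ambient → add FLSN-HOX-A9 solution (50 nM) → spin → 30 min ambient → fluorescence polarization. Tris pH 7.5/NaCl/DTT/BSA buffer.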
* marks the source's active call; other numbers are inactive results; & = joins results of further samples; [ ] = remark or other dose. Unless noted, calls follow the shape of the dose curve; as a rule, active = well fitted curve in the direction sought with a large enough effect; inconclusive = small, poorly fitted or top-dose-only effect, or another doubt; inactive = no such curve, though single readings can be large; an effect the other way counts as inactive or inconclusive.

Screening COc1ccc(NC(=O)CC2(CC(=O)O)CCCC2)cn1 returned A-T KAP1 phos 2%, p53 reactivation 1%, Integrin act MD 24%, TRPV1 agonist -2, BRCA1 expr up -1%, B2AR arrestin -1.9%, ELG1 repair inh 9%, TSG101-PTAP inh -2%, TCR activator 7% and CXXC DNA block -9%.
CCCCC(=O)NC1(C(F)(F)F)NC(=O)N(C)C1=O (centres undefined) was read as A-T KAP1 phos -2%, p53 reactivation 2%, Integrin act MD 2%, TRPV1 agonist -3, BRCA1 expr up -1%, B2AR arrestin -0.2%, ELG1 repair inh -4%, TSG101-PTAP inh -2%, TCR activator -5% and CXXC DNA block 0%.
Screening COC(=O)c1ccc(COc2ccc(/C=N/O)cc2OC)o1 returned A-T KAP1 phos 16%, p53 reactivation 5%, Integrin act MD -19%, TRPV1 agonist 0, BRCA1 expr up 61%, B2AR arrestin 0.1%, ELG1 repair inh -3%, TSG101-PTAP inh -5%, TCR activator -8% and CXXC DNA block 1%.
O=C(CC1C(=O)NCCN1C(=O)c1ccc(Cl)cc1)Nc1ccc(F)cc1 (centres undefined) was read as A-T KAP1 phos 5%, p53 reactivation 4%, Integrin act MD 6%, TRPV1 agonist 0, BRCA1 expr up 1%, B2AR arrestin 0.6%, ELG1 repair inh 3%, TSG101-PTAP inh 0%, TCR activator -3% and CXXC DNA block 7%.
For O=C(Nc1ccccc1)C1CC(=O)N(Cc2ccccc2)C1 (centres undefined) the results were A-T KAP1 phos -1%, p53 reactivation 8%, Integrin act MD 11%, TRPV1 agonist 1, BRCA1 expr up 16%, B2AR arrestin -0.7%, ELG1 repair inh 17%, TSG101-PTAP inh 0%, TCR activator 6% and CXXC DNA block 10%.
`CCC(C)Sc1ccc([C@H]2N[C@@](C)(C(=O)OC)[C@H]3C(=O)N(C)C(=O)[C@@H]23)cc1OC` (some centres undefined) gave A-T KAP1 phos 0%, p53 reactivation 3%, Integrin act MD 15%, TRPV1 agonist 2, BRCA1 expr up 0%, B2AR arrestin -0.3%, ELG1 repair inh 16%, TSG101-PTAP inh 1% and TCR activator -1%.
For O=[N+]([O-])c1cc(-n2cccc2)ccc1N1CCOCC1 the results were A-T KAP1 phos -7%, p53 reactivation 1%, Integrin act MD 21%, TRPV1 agonist 2, BRCA1 expr up 23%, B2AR arrestin -0.1%, ELG1 repair inh 21%, TSG101-PTAP inh -1% and CXXC DNA block -9%.
CN(CC(=O)Nc1ccc(Cl)c(C(F)(F)F)c1)C(=O)CCNC(=O)c1ccco1 was read as A-T KAP1 phos -4%, p53 reactivation -4%, Integrin act MD -5%, TRPV1 agonist -1, BRCA1 expr up -26%, B2AR arrestin -0.4%, ELG1 repair inh 5%, TSG101-PTAP inh 0% and TCR activator -9%.
For COc1cccc(C(=O)Nc2nc3c(c(=O)[nH]2)CCCC3)c1 the results were A-T KAP1 phos 0%, p53 reactivation 7%, Integrin act MD -7%, TRPV1 agonist 20, BRCA1 expr up 62%, B2AR arrestin -0.3%, ELG1 repair inh inconclusive, TSG101-PTAP inh -3%, TCR activator -3% and CXXC DNA block -3%.
`COc1cccc(NC(=O)C2CCN(c3cnccn3)CC2)c1` gave A-T KAP1 phos 5%, p53 reactivation 0%, Integrin act MD 29%, TRPV1 agonist -4, BRCA1 expr up 2%, B2AR arrestin -0.6%, ELG1 repair inh -1%, TSG101-PTAP inh 2%, TCR activator 2% and CXXC DNA block 23%.
`O=[N+]([O-])c1ccc(Cl)c(-c2ccc(/C=N/c3c(-c4ccco4)nc4ccccn34)o2)c1` gave A-T KAP1 phos -6%, p53 reactivation 5%, Integrin act MD -12%, BRCA1 expr up 15%, B2AR arrestin -0.5%, ELG1 repair inh 1%, TSG101-PTAP inh -4%, TCR activator -5% and CXXC DNA block -5%.
`CN(Cc1ccccc1)C(=O)C1CCCN(Cc2cccc(Cl)c2)C1` (centres undefined) gave A-T KAP1 phos 0%, p53 reactivation -2%, Integrin act MD -3%, TRPV1 agonist 27, BRCA1 expr up 2%&-4%, B2AR arrestin 0.2%, ELG1 repair inh 1%, TSG101-PTAP inh -6%, TCR activator -2% and CXXC DNA block 2%.
Screening CCOc1ccccc1N(C(=O)c1ccccc1Cl)C1=NC(C)(C)CS1 returned A-T KAP1 phos 0%, p53 reactivation -2%, Integrin act MD 6%, TRPV1 agonist 14, BRCA1 expr up -13%, B2AR arrestin 0.1%, ELG1 repair inh -7%, TSG101-PTAP inh 0%, TCR activator -6% and CXXC DNA block -3%.
`CCOC(=O)CN=C/C(C(=O)Nc1nccs1)=C(/C)O` gave A-T KAP1 phos 3%, p53 reactivation 7%, Integrin act MD 6%, TRPV1 agonist -1, BRCA1 expr up -4%, B2AR arrestin -0.2%, ELG1 repair inh 0%, TSG101-PTAP inh -4%, TCR activator 2% and CXXC DNA block -8%.
For Cn1nc(C(F)(F)F)c(-c2cccc(C(F)(F)F)c2)c1NC(=O)c1ccco1 the results were A-T KAP1 phos -6%, p53 reactivation -7%, Integrin act MD 0%, TRPV1 agonist 4, BRCA1 expr up -16%, B2AR arrestin 6.4%, ELG1 repair inh -20%, TSG101-PTAP inh -3%, TCR activator -4% and CXXC DNA block -8%.
COc1ccc(NC(=O)C2CCN(c3cc(C)nc(-c4ccccc4)n3)CC2)cc1 was read as A-T KAP1 phos 2%, p53 reactivation -11%, Integrin act MD 14%, TRPV1 agonist -4, BRCA1 expr up -18%, B2AR arrestin 0.4%, ELG1 repair inh inconclusive, TSG101-PTAP inh 0%, TCR activator 11% and CXXC DNA block 20%.
For Fc1ccccc1-c1nc2nc3ccccc3nc2n1CC1CCCO1 (centres undefined) the results were A-T KAP1 phos 23%, p53 reactivation 2%, Integrin act MD 43%, TRPV1 agonist 3, BRCA1 expr up -14%, B2AR arrestin 0.3%, ELG1 repair inh 2%, TSG101-PTAP inh -4%, TCR activator -1% and CXXC DNA block 1%.
For O=C(OCC(=O)N1CCC(Cc2ccccc2)CC1)c1ccccc1 the results were A-T KAP1 phos 0%, p53 reactivation 18%, Integrin act MD -7%, TRPV1 agonist 21, BRCA1 expr up 0%, B2AR arrestin -0.1%, ELG1 repair inh 17%, TSG101-PTAP inh -2%, TCR activator -9% and CXXC DNA block 9%.
For CC(C)(O)/C=C/C[C@](C)(O)C1CC[C@]2(C)C1[C@H](O[C@H]1O[C@@H](CO)[C@H](O)[C@@H](O)[C@@H]1O)CC1[C@@]3(C)CC[C@H](O)C(C)(C)C3[C@@H](O)C[C@]12C (some centres undefined) the results were A-T KAP1 phos 6%, p53 reactivation 3%, Integrin act MD -12%, BRCA1 expr up 15%, B2AR arrestin -0.1%, ELG1 repair inh 12%, TSG101-PTAP inh -2% and TCR activator 0%.
`C=CCOn1c(=O)c(-c2ccc(OC)c(OC)c2)[n+]([O-])c2ccccc21` gave A-T KAP1 phos -2%, p53 reactivation -1%, Integrin act MD -1%, TRPV1 agonist 11, BRCA1 expr up -27%, B2AR arrestin 0.1%, ELG1 repair inh -15%, TSG101-PTAP inh -8%, TCR activator 2% and CXXC DNA block 0%.
`CCn1c(CSc2nnc(C)n2-c2ccccc2)nc2cc(S(=O)(=O)N(C)C)ccc21` gave A-T KAP1 phos 4%, p53 reactivation -5%, Integrin act MD 5%, TRPV1 agonist -3, BRCA1 expr up 0%, B2AR arrestin 0.2%, ELG1 repair inh 0%, TSG101-PTAP inh -5%, TCR activator -1% and CXXC DNA block 7%.
For COc1ccc(/C=N/NC(=O)CN2CCSCC2)c(OC)c1 the results were A-T KAP1 phos 4%, p53 reactivation 2%, Integrin act MD -6%, TRPV1 agonist 0, BRCA1 expr up 7%, B2AR arrestin -0.5%, ELG1 repair inh 3%, TSG101-PTAP inh 3%, TCR activator -5%[46.1 µM] and CXXC DNA block 5%.
